Bioassay records: PubChem BioAssay, National Center for Advancing Translational Sciences (NCATS)
ERG-DNA inh: inhibitors of human ERG Ets domain-DNA interaction | P11308 | AID 624246 | 0.028% of 370,000 active | Potency, µM (titrated, usually from 76.9 µM), for inactives: top-dose FP activity, negative = inhibition, actives largely listed as inhibitors | fluorescence polarization, His-ERG Ets domain / labelled DNA; active = well fitted inhibition curve with a large enough effect in the polarisation, with a control signal flat; inconclusive = small, poorly fitted or top-dose-only effect, or effect the other way, or a change in a side signal; inactive = no such curve, though single readings can be large or run the other way; the % refers to the polarisation;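 note: polarization taken with two DNA probes labelled with fluorescein and Texas red; potency is the fitted concentration of half-maximal effect; % of control where 0% means no effect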
Target sequence (P11308 whole entry, looked up, the tested form may be a part): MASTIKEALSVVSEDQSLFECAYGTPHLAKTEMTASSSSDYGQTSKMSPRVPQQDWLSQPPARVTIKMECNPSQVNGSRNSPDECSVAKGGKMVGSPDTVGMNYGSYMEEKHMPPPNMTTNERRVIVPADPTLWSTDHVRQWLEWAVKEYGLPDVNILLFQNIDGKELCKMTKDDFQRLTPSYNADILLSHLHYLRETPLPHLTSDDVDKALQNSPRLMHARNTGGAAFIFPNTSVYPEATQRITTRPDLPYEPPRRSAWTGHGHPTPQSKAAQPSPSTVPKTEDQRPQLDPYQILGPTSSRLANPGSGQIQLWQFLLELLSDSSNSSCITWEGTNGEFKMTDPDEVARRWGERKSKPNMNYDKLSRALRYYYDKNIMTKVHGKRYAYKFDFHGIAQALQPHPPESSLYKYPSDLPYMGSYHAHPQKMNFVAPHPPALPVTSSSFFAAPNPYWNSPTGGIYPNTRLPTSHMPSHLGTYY
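His-tagged ERG Ets domain (1 uM in the protein solution; 300mM KCl, 50mM Tris-HCl, 1mM EDTA, 1mM DTT, pH 7.5) received compound, then a probe mix of 5 nM fluorescein-DNA and 100nM Texas-615-DNA. Fluorescence polarization was read for both dyes.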
12-LOX inh: blocks human arachidonate 12S-lipoxygenase | purified 12hLO, xylenol orange hydroperoxide absorbance | Potency, µM (doses to about 108 µM), inactives show top-dose activity change, negative = inhibition, usual class: inhibitors | 1.1% of 580,000 active | AID 1671190; note: potency is the fitted concentration of half-maximal effect; % is set by controls: 0 for no effect and ±100 for the full control effect
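Purified human 12hLO at 150 nM in 25 mM Hepes, 0.01% Triton X-100, pH 7.0, preincubated 15 min at room temperature with compound. Reaction started with 40 uM arachidonic acid, 30 min at room temperature. Hydroperoxide measured by Fe-xylenol orange, 573/405 nm absorbance ratio.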
RGS4 inhibitor: human RGS4 inhibition. P49798. Transcreener GDP fluorescence polarization, RGS4-accelerated GTP hydrolysis. Potency, µM (highest dose often 114 µM), inactives show at the highest dose activity change, negative = inhibition, most hits filed as inhibitors. 0.039% of 390,000 active. AID 504845; note: potency is the fitted concentration of half-maximal effect; % is set by controls: 0 for no effect and ±100 for the full control effect; nearly all actives have a fitted effect of over 75% in size; some results filed as inactive show a strong effect at the top dose
Target sequence (P49798 whole entry, looked up): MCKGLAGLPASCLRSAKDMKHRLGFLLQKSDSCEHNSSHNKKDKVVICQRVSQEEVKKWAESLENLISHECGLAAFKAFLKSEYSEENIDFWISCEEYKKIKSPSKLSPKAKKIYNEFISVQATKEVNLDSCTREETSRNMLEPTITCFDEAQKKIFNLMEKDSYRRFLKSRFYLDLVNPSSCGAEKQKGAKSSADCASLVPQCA
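MLSMR compounds (23 nl, pin-transferred) preincubated 10 min at room temperature with a 500nM (2x) first reagent, then RGS4 at 900nM (2x) plus Transcreener GDP mix added; fluorescence polarization (620/688 nm) read before and after 90 min at 30 °C.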
LDHA inh: blocks human lactate dehydrogenase A; P00338; purified LDHA, NADH/diaphorase-resazurin fluorescence; hits give low values; activity change, % (values are at about 110 or 230 µM); 0.15% of 480,000 active; AID 1347041; in the data active = activity change below about -30%; inconclusive = mostly about -25% to -30%;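 note: plate controls were DMSO wells for no effect and wells without enzyme for full effect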
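Human LDH5 (2 nM) was incubated with 0.06 mM NADH and 0.2 mM pyruvate for 5 min at room temperature in Tris pH 7.4. Remaining NADH was coupled through diaphorase/resazurin, and resorufin fluorescence was read at 0 and 20 min.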
Anesthetic bind: binds horse apoferritin like a general anesthetic. AID 485281. apoferritin/1-aminoanthracene competitive binding, fluorescence. Potency, µM (titrated, usually from 77.5 µM), for the others: at the top dose activity change, negative = displacement, hits mostly inhibitors. 0.074% of 350,000 active; note: potency is the fitted concentration of half-maximal effect; % is set by controls: 0 for no effect and ±100 for the full control effect; nearly all actives have a fitted effect of over 20% in size
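Steps: apoferritin (10 uM) was premixed with half-saturated 1-AMA in PBS, compounds were pin-transferred, plates stood 10 min at room temperature, fluorescence was read at 380/535 nm, and curves were fitted with a Hill equation.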
Pol eta inh: inhibitors of human DNA polymerase eta. Q9Y253. 1.2% of 390,000 active. Potency, µM (titrated, usually from 114 µM), for the others: top-dose activity change, negative = inhibition, usual class: inhibitors. recombinant Pol eta, fluorescent DNA replication assay. AID 588591; note: potency is the fitted concentration of half-maximal effect; % is set by controls: 0 for no effect and ±100 for the full control effect
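Fluorescent replication assay: 50 nM final substrate added after a 15 min room-temperature compound preincubation with 10 nM enzyme. Signal taken at 0 min and again at 10 min.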
APE1 inh: inhibitors of human APE1 endonuclease; 0.35% of 350,000 active; P27695; recombinant APE1, TAMRA/BHQ-2 abasic DNA cleavage fluorescence; Potency, µM (series often up to 65.8 µM), for the others: at the top dose activity change, negative = inhibition, most hits filed as inhibitors;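 note: potency is the fitted concentration of half-maximal effect; plate controls were vehicle for no effect and reference inhibitor for full effect; nearly all actives have a fitted effect of over 55% in size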
Target sequence (P27695 whole entry, looked up): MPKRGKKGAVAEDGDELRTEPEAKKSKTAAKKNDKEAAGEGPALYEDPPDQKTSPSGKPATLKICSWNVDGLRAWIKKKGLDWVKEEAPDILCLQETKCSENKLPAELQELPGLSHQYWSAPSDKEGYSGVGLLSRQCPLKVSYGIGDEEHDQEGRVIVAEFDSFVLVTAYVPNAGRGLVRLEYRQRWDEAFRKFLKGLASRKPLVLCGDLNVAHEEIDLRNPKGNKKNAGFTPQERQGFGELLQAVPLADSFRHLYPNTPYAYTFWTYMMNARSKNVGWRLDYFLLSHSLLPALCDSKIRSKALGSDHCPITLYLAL
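APE1 at 0.75 nM final was preincubated with compound 15 min at room temperature, then 50 nM double-stranded THF abasic-site substrate (5'-TAMRA/3'-BHQ-2) was added. Fluorescence (ex 525/em 598 nm) was read kinetically; third-minus-first read gave activity.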
Pol beta inh: blocks human DNA polymerase beta activity; Potency, µM (doses to about 114 µM), without a hit: top-dose activity change, negative = inhibition, hits mostly inhibitors; Pol beta primer extension/strand displacement, fluorescence kinetic; P06746; 1.3% of 340,000 active; note: potency is the fitted concentration of half-maximal effect; % is set by controls: 0 for no effect and ±100 for the full control effect
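Human Pol beta at 10 nM; strand-displacement substrate 50 nM final. Compound exposure 15 min at room temperature before start, reaction 10 min at room temperature.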
Pol kappa inh: inhibitors of human DNA polymerase kappa; Potency, µM (highest dose often 107 µM), without a hit: at the highest dose activity, negative = inhibition, most hits filed as inhibitors; Q9UBT6; 0.53% of 400,000 active; purified Pol kappa, fluorescent DNA synthesis assay, 10 min; note: potency is the fitted concentration of half-maximal effect; % is set by controls: 0 for no effect and ±100 for the full control effect
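Kinetic fluorescence screen: compound preincubated 15 min RT with 10 nM enzyme; 50 nM substrate (final) initiates; reads at 0/10 min.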
Active calls of the source: *; [ ] = dose if it differs, or a comment. Unless noted, calls come from the whole dose curve; as a rule, active = well fitted curve in the direction sought with a large enough effect; inconclusive = small, poorly fitted or top-dose-only effect, or another doubt; inactive = no such curve, though single readings can be large; an effect the other way counts as inactive or inconclusive. An excerpt, so the mix of outcomes need not match the whole.

Results for CCS(=O)CCSc1nc2ccccc2s1 (centres undefined) ?
ERG-DNA inh: -2%; 12-LOX inh: 0%; RGS4 inhibitor: -52%; LDHA inh: 2; Anesthetic bind: -10%; Pol eta inh: -3%; APE1 inh: -1%; Pol beta inh: 12%; Pol kappa inh: 2%

Results for CNC(=O)c1sccc1S(=O)(=O)Cc1c(Cl)cccc1Cl ?
ERG-DNA inh: -24%; 12-LOX inh: -19%; RGS4 inhibitor: 7%; LDHA inh: -3; Anesthetic bind: -10%; Pol eta inh: -14%; APE1 inh: 9%; Pol beta inh: 11%; Pol kappa inh: -4%

How did CCC(C)C(=O)Nc1nnc(SCC(=O)Nc2ccccc2F)s1 (centres undefined) do in these assays?
ERG-DNA inh: -3%; 12-LOX inh: 0%; RGS4 inhibitor: 3%; LDHA inh: -3; Anesthetic bind: -16%; Pol eta inh: 10%; APE1 inh: -4%; Pol beta inh: 8%; Pol kappa inh: 1%

How did FC(F)(F)c1cc(NCc2cccs2)n2ncnc2n1 do in these assays?
12-LOX inh: -1%; RGS4 inhibitor: 20%; LDHA inh: -7; Anesthetic bind: 0%; Pol eta inh: -7%; APE1 inh: -1%; Pol beta inh: 0%; Pol kappa inh: -7%

How did O=C(CCn1c(=O)oc2ccccc21)NCc1cccs1 do in these assays?
12-LOX inh: 5%; RGS4 inhibitor: 6%; LDHA inh: -5; Anesthetic bind: -1%; Pol eta inh: 1%; APE1 inh: 0%; Pol beta inh: 8%; Pol kappa inh: -11%

Results for COC(=O)[C@@H](NC(=O)Nc1ccc2c(c1)OCCO2)C(C)C ?
ERG-DNA inh: -12%; 12-LOX inh: 0%; RGS4 inhibitor: 3%; LDHA inh: -3; Anesthetic bind: -8%; Pol eta inh: -17%; APE1 inh: 0%; Pol beta inh: 11%; Pol kappa inh: 1%

Results for COc1cc(OC)cc(-c2n[nH]c(=S)n2-c2ccc3c(c2)OCO3)c1 ?
ERG-DNA inh: -5%; 12-LOX inh: inconclusive; RGS4 inhibitor: -32%; LDHA inh: 6; Anesthetic bind: 1%; Pol eta inh: -9%; APE1 inh: 2%; Pol beta inh: 22%; Pol kappa inh: -11%

Results for O=C(Nc1cccc(-n2cnnn2)c1)c1ccccc1Br ?
ERG-DNA inh: 2%; 12-LOX inh: 2%; RGS4 inhibitor: 0%; LDHA inh: 1; Anesthetic bind: -2%; Pol eta inh: -13%; APE1 inh: -9%; Pol beta inh: 30%; Pol kappa inh: 6%

What do the screens show for `CSc1nn(CCc2ccncc2)c(=S)s1`?
ERG-DNA inh: -3%; 12-LOX inh: 11%; RGS4 inhibitor: -15%; LDHA inh: -4; Anesthetic bind: -24%; Pol eta inh: -9%; APE1 inh: -3%; Pol beta inh: 14%; Pol kappa inh: 0%

How did Cc1cc(C(=O)CN2C(=O)NC3(CCCCCC3)C2=O)c(C)n1C do in these assays?
ERG-DNA inh: 14%; 12-LOX inh: inconclusive; RGS4 inhibitor: -16%; LDHA inh: -2; Pol eta inh: -8%; APE1 inh: 11%; Pol kappa inh: -10%

Results for CC(C)CN(/C=N/c1sc2c(c1C#N)CCCCC2)CC(C)C ?
ERG-DNA inh: 6%; 12-LOX inh: 21%[57.4 µM]; RGS4 inhibitor: -13%; LDHA inh: 2; Anesthetic bind: -13%; Pol eta inh: -13%; APE1 inh: 2%; Pol beta inh: 16%; Pol kappa inh: -4%

How did Cc1ccccc1CN1C(=O)c2ccccc2Sc2ccc(C(=O)NCCN3CCOCC3)cc21 do in these assays?
ERG-DNA inh: 4%; 12-LOX inh: inconclusive; RGS4 inhibitor: -7%; LDHA inh: 1; Anesthetic bind: -17%; Pol eta inh: -15%; APE1 inh: 71%[activator]; Pol beta inh: -1%; Pol kappa inh: 5%

Filtered by structure: the entries above containing an aryl thioether with sulfur outside any ring.
Results for CCS(=O)CCSc1nc2ccccc2s1 (centres undefined) ?
ERG-DNA inh: -2%; 12-LOX inh: 0%; RGS4 inhibitor: -52%; LDHA inh: 2; Anesthetic bind: -10%; Pol eta inh: -3%; APE1 inh: -1%; Pol beta inh: 12%; Pol kappa inh: 2%

How did CCC(C)C(=O)Nc1nnc(SCC(=O)Nc2ccccc2F)s1 (centres undefined) do in these assays?
ERG-DNA inh: -3%; 12-LOX inh: 0%; RGS4 inhibitor: 3%; LDHA inh: -3; Anesthetic bind: -16%; Pol eta inh: 10%; APE1 inh: -4%; Pol beta inh: 8%; Pol kappa inh: 1%

What do the screens show for `CSc1nn(CCc2ccncc2)c(=S)s1`?
ERG-DNA inh: -3%; 12-LOX inh: 11%; RGS4 inhibitor: -15%; LDHA inh: -4; Anesthetic bind: -24%; Pol eta inh: -9%; APE1 inh: -3%; Pol beta inh: 14%; Pol kappa inh: 0%

Continuation.
How did CCCCC/C=C/C1=CC(=O)C[C@H](c2ccc(Cl)cc2)C1 do in these assays?
ERG-DNA inh: -1%; 12-LOX inh: 35µM*; RGS4 inhibitor: -20%; LDHA inh: 1; Pol eta inh: -19%; APE1 inh: 2%; Pol kappa inh: 6%

What do the screens show for `COc1cccc(C(=O)NCc2ccc3c(c2)OCO3)c1`?
ERG-DNA inh: 8%; 12-LOX inh: 11%; RGS4 inhibitor: 4%; LDHA inh: -8; Anesthetic bind: inconclusive; Pol eta inh: -10%; APE1 inh: 6%; Pol beta inh: 36%; Pol kappa inh: -3%

Results for Cc1csc2nc(CNS(=O)(=O)c3ccc(-c4ccccc4)cc3)cn12 ?
ERG-DNA inh: 2%; 12-LOX inh: 10%; RGS4 inhibitor: 5%; LDHA inh: 3; Anesthetic bind: -14%; Pol eta inh: -15%; APE1 inh: -1%; Pol beta inh: -1%; Pol kappa inh: -13%

Results for CCCN(CC(=O)Nc1cc(Cl)ccc1Cl)C(=O)c1ccc(N2CCCC2=O)cc1 ?
ERG-DNA inh: -1%; 12-LOX inh: 22%; RGS4 inhibitor: 3%; LDHA inh: -3; Pol eta inh: -20%; APE1 inh: 12%; Pol kappa inh: 1%

What do the screens show for `O=C(/C=C/Nc1ccccc1)c1ccc(Oc2ncccn2)cc1`?
ERG-DNA inh: -4%; 12-LOX inh: 0%; RGS4 inhibitor: -17%; LDHA inh: 2; Anesthetic bind: -16%; Pol eta inh: inconclusive; APE1 inh: 3%; Pol beta inh: 19%; Pol kappa inh: 1%

How did O=C(O)/C=C/c1ccc(-c2cccc(C(F)(F)F)c2)o1 do in these assays?
ERG-DNA inh: 9%; 12-LOX inh: -29%; RGS4 inhibitor: -3%[11.4 µM]; LDHA inh: -5; Anesthetic bind: -13%; Pol eta inh: 19%; APE1 inh: inconclusive; Pol beta inh: 12%; Pol kappa inh: -2%[60.1 µM]

Results for O=C(Nc1ccccc1)P(=O)(O)c1ccccc1 ?
ERG-DNA inh: -4%; 12-LOX inh: -2%; RGS4 inhibitor: -2%; LDHA inh: -5; Pol eta inh: -17%; Pol kappa inh: -6%

What do the screens show for `O=C(C1CCN(S(=O)(=O)c2ccc3ccccc3c2)CC1)N1CCN(c2ncccn2)CC1`?
ERG-DNA inh: 3%; 12-LOX inh: -2%; RGS4 inhibitor: 8%; LDHA inh: -5; Anesthetic bind: -8%; Pol eta inh: -12%; APE1 inh: -3%; Pol beta inh: 17%; Pol kappa inh: -6%

Results for Cc1c(C)n(Cc2ccccc2)c2ccc(C(=O)O)cc12 ?
ERG-DNA inh: 0%; 12-LOX inh: 60%[activator]; RGS4 inhibitor: -21%; LDHA inh: -13; Pol eta inh: -13%; Pol kappa inh: -2%

What do the screens show for `CC1(C)C(=O)C2(CCCCC2)C(=O)OC1c1cccn1-c1ccc([N+](=O)[O-])cc1` (centres undefined)?
ERG-DNA inh: -10%; 12-LOX inh: 8%; RGS4 inhibitor: -16%; LDHA inh: -3; Anesthetic bind: -11%; Pol eta inh: -19%; APE1 inh: 1%; Pol beta inh: 1%; Pol kappa inh: -20%

What do the screens show for `Cc1ccc(NC(=O)CN2C(=O)CCc3ccccc32)cc1C`?
ERG-DNA inh: 5%; 12-LOX inh: -19%; RGS4 inhibitor: 15%; LDHA inh: -4; Anesthetic bind: -7%; Pol eta inh: 0%; Pol beta inh: 22µM*; Pol kappa inh: -39%

Results for CCn1c(C)c2c([n+]1CC)CC(C)(C)CC2=O ?
12-LOX inh: 13µM*; RGS4 inhibitor: -16%; LDHA inh: inconclusive; Anesthetic bind: 0%; Pol eta inh: 12%; APE1 inh: -1%; Pol beta inh: 16%; Pol kappa inh: -6%

Results for COc1ccccc1-c1cn[nH]c1-c1ccc(O)cc1O ?
ERG-DNA inh: 6%; 12-LOX inh: 0%; RGS4 inhibitor: -39%; LDHA inh: 0; Anesthetic bind: 5%; Pol eta inh: -5%; APE1 inh: 3%; Pol beta inh: 0%; Pol kappa inh: -2%

Results for CCOCCn1ccc2c(OCC(=O)Nc3ccccc3OC)cccc2c1=O ?
ERG-DNA inh: -1%; 12-LOX inh: inconclusive; RGS4 inhibitor: -6%; LDHA inh: -17; Pol eta inh: -9%; APE1 inh: 0%; Pol kappa inh: -3%

What do the screens show for `CCOC(=O)c1c(NC(=O)CN2CCN(C(=O)c3ccco3)CC2)sc(C(N)=O)c1C`?
ERG-DNA inh: 3%; 12-LOX inh: 1%; RGS4 inhibitor: -27%; LDHA inh: -4; Anesthetic bind: -8%; Pol eta inh: -29%; APE1 inh: 1%; Pol beta inh: 3%; Pol kappa inh: 8%
